Screening data as filed in PubChem.
MOR-DOR ag: agonists of human mu-delta opioid receptor heterodimerization; hit rate 0.3% among 340,000; cells, OPRM1-OPRD1 heterodimerization, luminescence; P35372+P41143; activation, % at 9.3 µM; in the data active = activation above about 18%;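 also: 0% = vehicle-treated cells and 100% = reference agonist; values of inactives mirror those of a sister screen read the other way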
Target sequence (P35372 whole entry, looked up): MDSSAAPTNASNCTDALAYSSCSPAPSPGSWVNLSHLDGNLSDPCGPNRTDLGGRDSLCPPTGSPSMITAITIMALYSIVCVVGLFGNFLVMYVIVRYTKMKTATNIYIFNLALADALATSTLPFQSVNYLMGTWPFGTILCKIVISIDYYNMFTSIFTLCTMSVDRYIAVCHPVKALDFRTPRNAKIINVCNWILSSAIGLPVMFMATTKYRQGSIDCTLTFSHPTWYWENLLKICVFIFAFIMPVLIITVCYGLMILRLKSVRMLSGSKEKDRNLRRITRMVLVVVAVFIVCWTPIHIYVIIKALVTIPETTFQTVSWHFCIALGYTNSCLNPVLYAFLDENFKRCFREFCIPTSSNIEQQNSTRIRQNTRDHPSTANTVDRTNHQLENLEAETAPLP
Target sequence (P41143 whole entry, looked up): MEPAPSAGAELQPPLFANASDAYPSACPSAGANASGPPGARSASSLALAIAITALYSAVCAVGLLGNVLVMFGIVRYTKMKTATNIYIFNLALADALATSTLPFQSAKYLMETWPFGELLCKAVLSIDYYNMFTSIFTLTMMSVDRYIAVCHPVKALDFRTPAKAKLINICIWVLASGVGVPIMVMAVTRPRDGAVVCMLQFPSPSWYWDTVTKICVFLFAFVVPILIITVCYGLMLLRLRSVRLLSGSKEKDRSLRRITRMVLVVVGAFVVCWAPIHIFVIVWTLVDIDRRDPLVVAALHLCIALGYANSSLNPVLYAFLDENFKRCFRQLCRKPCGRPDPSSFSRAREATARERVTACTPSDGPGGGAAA
PKA-R1A activ: PKA-R1A complex activation | P00514+P68181 | PKA-R1A dissociation, Cy5-IP20 fluorescence polarization; scaled: DMSO 0%, 113 µM cGMP 100% | activation, % at 11.4 µM | hit rate 0.083% among 340,000;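 active = percent activation above the mean of all tested compounds plus 3 SD, cut at about 19% in these data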;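 also: higher means more PKAc released from R1A so a rise in polarization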
PfHsp90 yeast 2: inhibits growth of yeast expressing Plasmodium falciparum Hsp90 | S. cerevisiae expressing PfHsp90, BacTiter-Glo ATP, 48 h; yeast lacking PDR1 and PDR3 efflux regulators | inhibition, % at 9.4 µM | hit rate 0.32% among 310,000 | AID 504621;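 active = every replicate shows inhibition above about 80%, whatever the replicate mean, limit read from the data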;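 also: 0% = DMSO neutral controls and 100% = 20 µM radicicol positive controls; yeast relying on Plasmodium falciparum Hsp90 in place of its own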
MOR-DOR inv ag: inverse agonists of human mu-delta opioid receptor heterodimerization. P35372+P41143. cell-based MOR-DOR heterodimer luminescence, inverse agonism. inhibition, % at 9.3 µM. hit rate 0.21% among 340,000; in the data active = inhibition above about 22%, passing the limit was not always enough;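 also: 0% = cells with DMSO and 100% = wells without cells with DMSO; values of inactives mirror those of a sister screen read the other way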
phage Ecoli inh: E. coli growth loss with phage present | growth absorbance | inhibition, % at 11.9 µM | hit rate 0.26% among 360,000 | AID 651602; in the data active = inhibition above about 11%
DSG3 Ab inh: inhibitors of pemphigus antibody binding to human desmoglein-3 | DSG3-coupled beads, scFv-anti-DSG3-GFP binding, flow cytometry; stronger effect = lower value | P32926 | binding (percent of control), % at 10 µM | hit rate 0.48% among 310,000 | AID 588358;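 active = binding more than 3 SD below its plate's average and above zero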; also: some compounds called inactive have numbers as strong as hits
AddAB inh: less growth of phage-infected E. coli with AddAB | hit rate 0.29% among 330,000 | inhibition, % at 11.9 µM | E. coli expressing H. pylori AddAB, absorbance growth | AID 435030; in the data active = inhibition above about 12%;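 also: 0% = vehicle wells of infected cells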
E coli growth: bacterial growth inhibition, counter-screen for AddAB inhibitors. E. coli V3065 growth, OD600 absorbance, 18 h. inhibition, % at 11.9 µM. hit rate 0.27% among 330,000. AID 449728;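 active = inhibition above the campaign's mean inhibition across all tested compounds plus 3 SD, cut at about 9.9% in these data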;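 also: uninfected addAB+ strain grown without phage in ampicillin broth; 0% = DMSO wells and 100% = ciprofloxacin 0.95 µg/ml wells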
HTR5A inv ag: inverse agonist of human HTR5A in OPRM1-OPRD1 counter-screen. inhibition, % at 9.3 µM. hit rate 0.083% among 340,000. AID 504634. P47898. HTR5A cell line, luminescence, inverse agonism; in the data active = inhibition mostly above about 23%, no sharp cut-off; inactive = mostly below about 18%;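 also: 0% = cells with DMSO and 100% = no-cell wells with DMSO; some compounds called inactive have numbers as strong as hits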
Mot1-301 SUMO: SUMOylation pathway inhibition by Mot1-301 growth rescue. S. cerevisiae Mot1-301 growth rescue, ATP luminescence, 38.5C; percent above DMSO median, 100 means doubled. growth rescue, % at 18.8 µM. hit rate 1% among 320,000. AID 2716;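 active = every valid replicate shows activation above 250% relative to neutral control wells; inactive = the rest, any valid replicate at or below 250%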;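 also: OY570 slx delta 5 strain wells were the positive control but not used for scaling; some compounds called inactive have numbers as strong as hits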
HTR5A ag ctr: activates human HTR5A in OPRM1-OPRD1 agonist counter-screen. AID 504692. HTR5A agonist assay, luminescence, cell-based. hit rate 0.61% among 340,000. activation, % at 9.3 µM. P47898; in the data active = activation mostly above about 9.5%, no sharp cut-off; inactive = mostly below about 7.6%;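 also: 0% = cells with vehicle only and 100% = reference agonist; strong numbers were not always called active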
* = called active by the depositor; . = no result given; + = active, no number.

molecule	MOR-DOR ag	PKA-R1A activ	PfHsp90 yeast 2	MOR-DOR inv ag	phage Ecoli inh	DSG3 Ab inh	AddAB inh	E coli growth	HTR5A inv ag	Mot1-301 SUMO	HTR5A ag ctr
O=c1oc2ccccc2cc1-c1csc(Nc2ccc(O)cc2)n1	1.1	-10	4	-5	2.2	104	1.2	0.2	-26	17	10
CC(C)NC(=O)Cn1cnc2c(cnn2-c2ccc(F)cc2)c1=O	0.0	4	12	0	7.4	104	0.3	-0.7	-4	-4	1
CCc1ccc(S(=O)(=O)Nc2ccc(O)c3c(=O)cc(-c4ccccc4Cl)oc23)cc1	2.2	-4	19	-12	5.4	103	5.5	3.1	-2	-9	3
Nc1c(S(=O)(=O)c2cc(Cl)ccc2Cl)c2nc3ccccc3nc2n1CCN1CCOCC1	1.2	-7	33	-7	1.1	100	0.9	-3.2	-13	9	1
COc1cccc(-n2nnc3c(=O)n(CC(=O)Nc4cc(C)on4)cnc32)c1	-4.0	11	16	20	4.4	95	0.4	-2.9	-2	-4	1
COc1cccc(-n2nnc3c(=O)n(CC(=O)N4CCCc5ccccc54)cnc32)c1	0.0	5	16	0	1.6	98	-1.9	-2.3	-9	+	3
COCCN(CCOC)C(=O)c1cc2sc3ccccc3c2s1	-0.2	2	9	1	2.6	95	1.1	-2.5	2	185	13
Cc1oc(-c2ccccc2)nc1C(=O)OCC(=O)NCc1ccccc1	-2.3	-2	-11	9	0.8	103	2.5	-0.9	-22	13	9
O=C(NCCCCCNC(=O)c1cccnc1)c1cccnc1	-0.3	7	-10	2	0.8	94	3.2	0.4	5	-25	-1
CC1=C(c2ccccc2)[N+](=O)C2(CCCCC2)N1[O-]	-2.5	2	2	13	3.6	102	2.7	-1.4	-8	5	3
NNC(=O)c1cncn1-c1ccc(F)cc1	-1.6	-21	6	8	-0.8	98	1.0	1.0	5	7	-2
O=C(COC(=O)c1cccc(S(=O)(=O)N2CCOCC2)c1)Nc1ncc(C(F)(F)F)cc1Cl	-2.2	2	-11	11	2.0	106	-1.6	-1.6	27	-14	-1
O=C(NCCCN1CCCCCC1)c1ccc2c(c1)NC(=O)C(N1CCOCC1)S2 (stereo not given)	-2.9	1	-15	16	2.7	106	1.0	1.3	1	-29	0
COc1ccc(CCNC(=O)COC(=O)c2cc(=O)[nH]c3ccccc23)cc1	0.0	-7	1	0	1.2	107	0.1	0.1	2	-6	0
CCOc1ccccc1NC(=S)NCc1ccccc1	-0.5	-2	-13	2	0.4	113	3.8	1.3	-11	-9	3
O=C1C(=O)N(CCCN2CCOCC2)C(c2ccc(F)cc2)/C1=C(/O)c1ccccc1 (stereo not given)	-4.0	0	-9	20	1.9	100	-0.4	0.2	15	6	-4
O=C(NCc1cccnc1)NC(=O)c1ccc(Cl)cc1	-1.0	-11	-12	5	1.8	110	-0.2	0.1	5	-8	4
C=CCOc1ccccc1CN1CCC(Oc2ccc(C(=O)N3CCCC3)cc2)CC1	-2.9	7	10	14	2.0	108	3.0	-2.6	6	-11	-2
C=CCn1c(SCC(=O)NCCO)nc2sc(C)c(C)c2c1=O	-3.2	-7	-3	18	2.8	105	-2.6	-1.5	-10	-7	4
O=C(CCc1ccc(S(=O)(=O)N2CCOCC2)cc1)Nc1c(F)cccc1F	-1.8	-4	-4	7	2.1	98	0.2	-1.0	9	-2	0
O=C1CCCN1CCCNc1nc2c(S(=O)(=O)c3ccc(Br)cc3)nnn2c2ccccc12	0.8	-6	5	-4	3.4	103	2.5	-0.4	-10	181	1
O=C(Nc1ccc(F)cc1)c1cc(-c2ccccn2)nc2c(Cl)cccc12	11	-7	1	-57	0.5	114	5.0	0.6	-1	-30	-1
Cc1occc1C(=O)NNC(=O)c1ccccc1F	-0.1	0	11	0	-0.2	111	-0.2	-0.1	3	86	0
Cn1cc(S(=O)(=O)NC[C@H]2O[C@@H](n3cnc4c(N)ncnc43)[C@H](O)[C@@H]2O)cn1	-2.3	2	4	12	4.4	112	1.9	1.2	4	.	-1
COC(=O)c1ccc(CSc2nc3ccccc3s2)o1	-0.5	-8	1	2	2.1	.	2.3	2.1	17	29	0
COC(=O)c1ccc(NC(=O)COc2ccccc2OC)cc1	-2.0	-12	0	11	4.2	110	1.9	2.3	14	2	-4
O=C(OCC(=O)c1ccccc1Br)c1ccccn1	-1.9	1	-5	10	2.5	100	2.4	-2.6	22	153	-2
Cc1nc(C)c(-c2ccn(S(=O)(=O)c3ccc(Cl)cc3)n2)o1	-1.7	-5	-5	9	2.4	108	-1.1	-0.1	5	-8	-3
COC(=O)c1ccc(NC(=S)N2CCN(C(=O)c3ccco3)CC2)cc1	0.0	-5	17	0	0.2	108	.	.	-11	-17	0
COc1ccc(N2CC(C(=O)Nc3c4c(nn3-c3ccc(OC)cc3)CS(=O)(=O)C4)CC2=O)cc1 (stereo not given)	-0.5	1	13	3	5.4	98	1.2	1.2	5	9	4
CC12CCC(C(=O)NCCCN3CCOCC3)(C(Br)C1=O)C2(C)C (stereo not given)	-2.3	-5	0	12	-2.5	.	5.8	1.1	22	31	3
O=C(Nc1nnc(-c2ccccc2)s1)c1cccc(S(=O)(=O)N2CCOCC2)c1	-2.7	-1	4	14	0.9	98	0.2	-2.7	-4	-2	2
Cc1nc(CS(=O)c2ccc(Cl)cc2)cc(N2CCOCC2)n1 (stereo not given)	-2.4	-8	-17	10	-1.1	.	2.6	-2.5	4	136	-2
C/C(N)=C(/C#N)C(=O)COC(=O)C(c1ccccc1)c1ccccc1	2.9	-2	10	-13	0.1	89	1.1	3.2	-12	-13	-2
CCOc1cc(N2CCOCC2)c(OCC)cc1NC(=O)c1ccc(OC(C)C)cc1	-1.9	-5	-10	10	-1.6	100	0.1	-1.7	-2	-17	-2
N#C/C(=C\c1ccc(Cl)s1)C(=O)N1CCN(c2ccccc2)CC1	7.2	-3	36	-37	4.7	.	0.7	-0.9	-21	41	0
CC1=NN(c2ccc(Br)cc2)C(=O)/C1=C/c1ccc(-c2ccccc2C(=O)O)o1	-2.3	-1	-3	11	-2.0	115	1.6	0.0	-21	-2	6
Fc1ccc(NC(=S)Nc2cccnc2)cc1	-1.9	-13	3	10	2.2	104	2.6	1.5	-4	-3	2
O=C(c1ccccc1)[C@H]1CC=CC[C@H]1C(=O)O	-0.9	-17	20	5	1.2	95	-1.9	-0.7	-17	4	-1
CCc1cccc(C)c1NC(=O)CN(C)S(=O)(=O)c1ccc(-c2ccc(=O)[nH]n2)s1	1.4	-8	5	-7	1.6	.	2.3	0.2	-10	-5	3
N/C(=N\OC(=O)Cc1ccccc1)c1ccccn1	1.6	11	13	-9	4.0	98	0.9	-0.9	1	0	-1
O=S1(=O)CCO[C@H]2Cc3ccccc3[C@H]2N1Cc1cccc(C(F)(F)F)c1	1.9	4	17	-9	0.2	108	3.9	1.0	1	-32	4
COc1ccc(/C=C/C(=O)NCC(=O)N/N=C(/C)c2ccc(Cl)cc2)cc1	-1.6	1	2	9	0.6	.	3.2	-0.5	2	-6	2
Cn1c(=O)c2c(SCC(=O)N3CCCc4ccccc43)nc(CC(C)(C)C)nc2n(C)c1=O	-1.2	0	7	7	.	105	-1.8	2.6	-15	-14	-1
CCCOC(=O)c1ccc(NC(=O)Cc2cccs2)cc1	0.0	-5	5	0	0.2	122	-0.2	0.0	7	1	-2
COC(=O)c1sc2nc(C)nc(SCC(=O)Nc3sccc3C(N)=O)c2c1C	-1.6	-7	.	6	2.2	99	0.4	-3.0	-6	-4	-6
O=C(Nc1cccc(C(F)(F)F)c1)NC1CCN(S(=O)(=O)c2ccc(F)cc2)CC1	9.1	-10	9	-51	0.4	.	-0.2	-1.3	-2	.	4
O=C1C2C3C=CC(C4CC34)C2C(=O)N1/N=C/c1ccc(-c2ccccc2[N+](=O)[O-])o1 (stereo not given)	2.8	2	-8	-16	3.4	103	5.5	0.9	-3	-18	1
COc1ccc(Cc2nnc(-c3ccc(F)cc3)o2)cc1OC	-1.2	1	-19	6	3.6	105	-0.5	0.3	-39	0	14
CCN1CCN(c2ccc(S(=O)(=O)N3CCCCC3)cc2NC(=O)CC(C)c2ccccc2)CC1 (stereo not given)	-2.6	5	.	14	4.3	105	-0.3	0.4	9	-9	6

(listing goes on)
molecule	MOR-DOR ag	PKA-R1A activ	PfHsp90 yeast 2	MOR-DOR inv ag	phage Ecoli inh	DSG3 Ab inh	AddAB inh	E coli growth	HTR5A inv ag	Mot1-301 SUMO	HTR5A ag ctr
COc1ccc(NC(=O)COC(=O)CNS(=O)(=O)c2ccccc2)cc1OC	-3.0	3	-42	15	3.4	99	1.0	2.8	11	.	-5
CCN(CC)S(=O)(=O)c1ccc(N2CCCC2)c(NS(=O)(=O)c2ccccc2)c1	-4.4	-6	25	22	2.0	87	0.3	1.7	24	-12	-2
CC1(C)Cc2nc3[nH]c(=S)n(-c4ccccc4)c(=O)c3cc2CO1	-1.5	0	5	9	2.0	90	1.5	-1.0	-16	-8	5
COc1cccc(-c2nnc(SCC(=O)Nc3cc(C)on3)n2C)c1	-0.6	-1	-21	4	0.9	97	1.0	1.2	6	-23	-3
